VEEV TC-83 Vero: inhibitors of VEEV TC-83 cytopathic effect, confirmation, Vero cells (AID 588727); Vero cells, VEEV TC-83 cytopathic effect inhibition; higher % means a stronger effect; actives 0.13% (n = 350,000); inhibition, % at 20 µM, or IC50 in µM where a hit was titrated; in the data active = a potency from the dose series; inconclusive = inhibition mostly from about 14% at the one dose, without a potency; inactive = the rest, 99 in 100 with inhibition below about 12%; also: strong numbers were not always called active
M. tuberculosis: growth inhibition of non-replicating M. tuberculosis (AID 488890); Mycobacterium tuberculosis non-replicating, growth inhibition; higher % means a stronger effect; inhibition, % at 25 µM, or IC50 in µM where a hit was titrated; actives 0.39% (n = 320,000); in the data active = a potency from the dose series; inconclusive = inhibition mostly from about 82% at the one dose, without a potency; inactive = the rest, 99 in 100 with inhibition below about 76%;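 also: plate controls were DMSO cells for no effect and high antibiotic wells for full effect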
influenza NS1A: H1N1 influenza NS1A inhibitors, functional cell based assay (AID 504329); inhibition, % at 12.5 µM; hits with a dose series show IC50 in µM; actives 0.3% (n = 340,000); NS1A functional cell-based assay, percent inhibition; higher % means a stronger effect; in the data active = a potency from the dose series; inconclusive = inhibition above about 27% without an active follow-up result; also: strong numbers were not always called active
M. tuberculosis HTS: M. tuberculosis growth inhibition, HTS (AID 449762) | one-dose inhibition, % at 25 µM; IC50 in µM for titrated hits | actives 0.59% (n = 330,000) | M. tuberculosis H37Rv growth inhibition, 7H9 media; higher % means a stronger effect; in the data active = a potency from the dose series; inconclusive = inhibition above about 70% without an active follow-up result;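 also: bacterial growth assessed after seven days of incubation; strong numbers were not always called active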
Salmonella PhoP GFP: PhoP regulon inhibitors, Salmonella typhi PhoP promoter GFP reporter, confirmatory (AID 1850); Salmonella Typhi PhoP-promoter GFP reporter, fluorescence, 4 h; higher % means a stronger effect; actives 0.33% (n = 310,000); inhibition, % at 50 µM, or IC50 in µM where a hit was titrated; in the data active = a potency from the dose series; inconclusive = inhibition mostly from about 25% at the one dose, without a potency; inactive = the rest, 99 in 100 with inhibition below about 19%;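 also: 0% = induced wells with vehicle and 100% = uninduced wells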
VEEV TC-83 Vero 10K pilot screen: second read-out of VEEV TC-83 Vero, no call of its own (marks repeat the call); inhibition, %; measured here: 10K pilot screen inhibition
An asterisk follows results filed as active; i = inactive; ? = inconclusive; . = not tested or not shown.

Start of the listing, in advance, 7 compounds:
SMILES | VEEV TC-83 Vero | M. tuberculosis | influenza NS1A | M. tuberculosis HTS | Salmonella PhoP GFP | others
COc1ccc(CC2(CO)CCN(CC3=CC[C@H]4C[C@@H]3C4(C)C)CC2)cc1 | 1.6% | 49% | 10% | -5% | 15%
O=C1NCCCCC1(Cl)Cl | 1.9% | . | 0% | . | .
C/C(=N\Nc1ccc(C(F)(F)F)cn1)c1ccc(S(=O)(=O)NCc2ccco2)cc1 | 0.4% | 1% | 4% | 1% | -4%
c1ccc2[nH]c(CCCCc3nc4ccccc4[nH]3)nc2c1 | 0.2% | 9% | 1% | -6% | 1%
O=C(N/N=C/C1CCCCC1)c1cc(Cl)ccc1O | 3.9% | 20% | -13% | 5% | 5%
COc1ccc(C(=O)Nc2nc(-c3cccs3)cs2)cc1 | 8.1% | 23% | -4% | 33% | 5%
C/C(CC(=O)Nc1ccc(Cl)cn1)=N\NC(=O)Cc1cccs1 | 1.7% | -5% | 7% | 5% | 0%

Main list, from the start:
SMILES | VEEV TC-83 Vero | M. tuberculosis | influenza NS1A | M. tuberculosis HTS | Salmonella PhoP GFP | others
COc1ccc(CC2(CO)CCN(CC3=CC[C@H]4C[C@@H]3C4(C)C)CC2)cc1 | 1.6% | 49% | 10% | -5% | 15%
O=C1NCCCCC1(Cl)Cl | 1.9% | . | 0% | . | .
C/C(=N\Nc1ccc(C(F)(F)F)cn1)c1ccc(S(=O)(=O)NCc2ccco2)cc1 | 0.4% | 1% | 4% | 1% | -4%
c1ccc2[nH]c(CCCCc3nc4ccccc4[nH]3)nc2c1 | 0.2% | 9% | 1% | -6% | 1%
O=C(N/N=C/C1CCCCC1)c1cc(Cl)ccc1O | 3.9% | 20% | -13% | 5% | 5%
COc1ccc(C(=O)Nc2nc(-c3cccs3)cs2)cc1 | 8.1% | 23% | -4% | 33% | 5%
C/C(CC(=O)Nc1ccc(Cl)cn1)=N\NC(=O)Cc1cccs1 | 1.7% | -5% | 7% | 5% | 0%
NC(=O)c1ccc(C2SCC(=O)N2Cc2ccccc2)cc1 (configuration not stated) | 1.0% | -6% | -5% | -1% | 2%
CC(C)CC(=O)NC(NCC1CCCO1)C(Cl)(Cl)Cl (configuration not stated) | 0.5% | 6% | -2% | -9% | -1%
O=C(O)C(c1ccccc1)C1(O)CCC1 (configuration not stated) | i | . | 0% | . | .
Cc1ccc(C)c(N(C(=O)CCC(=O)Nc2cc(C)on2)C(C(=O)NC2CCCC2)c2ccco2)c1 (configuration not stated) | 1.7% | 6% | -2% | -5% | 12% | VEEV TC-83 Vero 10K pilot screen=0.0
COc1ccc(CNC(=O)C2CCN(S(=O)(=O)c3c(C)n[nH]c3C)CC2)cc1 | 0.2% | -10% | 0% | 3% | 1%
COCCNC(=O)/C(C#N)=C/c1c(N2CCCCCC2)nc2c(C)cccn2c1=O | 2.5% | 2% | -23% | -4% | -3%
CC1CC(C)CN(S(=O)(=O)c2ccc(NC(=S)NC(=O)c3ccccc3)cc2)C1 (configuration not stated) | i | 16% | -9% | 7% | 4%
O=[N+]([O-])c1ccc2nc[nH]c2c1 | i | . | -15% | . | .
COCCn1c(-c2ccc(OC)cc2)c(-c2ccc(OC)cc2)oc1=O | i | 20% | -5% | 7% | 2%
CCC(=O)NC(NC(=S)Nc1ccccc1Br)C(Cl)(Cl)Cl (configuration not stated) | 0.2% | -17% | -7% | 3% | -12%
COc1ccc(-c2nc(C#N)c(N3CC(C)OC(C)C3)o2)cc1OC (configuration not stated) | i | -7% | 2% | 0% | 11% | VEEV TC-83 Vero 10K pilot screen=1.4
Cc1ccc(-c2nc(=S)c3c(n2CC2CCCO2)CC(C)(C)OC3)cc1 (configuration not stated) | 3.3% | 5% | 6% | 7% | 3%
CCn1c(SCC(=O)Nc2ccccc2)nc2nc3c(cc2c1=O)COC(C)(C)C3 | . | 30% | . | 11% | -1%
O=C(O)C1CCN(C(=O)c2ccc(Cl)cc2)CC1 | 0.2% | -15% | -6% | -4% | -1%
COc1ccc(CNC(=O)CSc2ncn[nH]2)cc1OC | 1.0% | -4% | -7% | -1% | -9%
COc1ccc(N2C(=O)CC(Nc3ccc(F)cc3)C2=O)c([N+](=O)[O-])c1 (configuration not stated) | 1.0% | 9% | 5% | 4% | -8%
O=c1oc2ccccc2nc1/C=C(O)/C=C\c1ccccc1 | 3.1% | ? | 4% | ? | -1%
COc1ccc2c(c1OC)C(=O)OC2CC(=O)c1ccc(O)c(O)c1 (configuration not stated) | 2.1% | 0% | 7% | -5% | 2%
Cc1nn(-c2ccccc2)c(N)c1Sc1ccc([N+](=O)[O-])cc1 | 6.8% | 73% | -8% | 0% | -10%
Cc1ccc(CCN2CC(C(=O)NCc3ccc4c(c3)OCO4)CC2=O)cc1 (configuration not stated) | 0.4% | 4% | -12% | 6% | 7%
C=CCn1c(C)c(C(=O)OCC)c2cc(O)c3ccccc3c21 | i | -4% | 3% | 7% | 6%
COc1ccc(-c2nnc(SCC(=O)Nc3nncs3)o2)cc1 | 0.5% | 73% | -1% | -6% | 11%
COc1ccc(S(=O)(=O)N2CCOC2CNC(=O)C(=O)NCCc2c[nH]c3ccccc23)cc1 (configuration not stated) | 12% | 21% | 4% | -9% | -5%
COC(=O)C(Cc1ccc(OC(=O)c2ccc(Cl)cc2)cc1)N1Cc2ccccc2C1=O (configuration not stated) | i | 0% | -1% | 70% | 14%
Nc1cc2nc3ccccc3nc2cc1N | 0.3% | 12% | -3% | ? | -33%
CCOc1ccccc1N1CC(C(=O)NNC(=O)c2ccc(F)cc2)CC1=O (configuration not stated) | 1.8% | 5% | 7% | 11% | -2%
CS(=O)(=O)N1CCC(Oc2cccc(C(=O)NCCCOc3cccnc3)c2)CC1 | i | -15% | -2% | -7% | -6%
COc1ccc(C(=O)C(CO)Oc2ccccc2OC)cc1OC (configuration not stated) | 0.3% | -12% | -2% | -6% | 6%
CCOc1ccccc1OCCCC(=O)NC1CCCc2ccccc21 (configuration not stated) | i | 2% | 2% | 0% | -4%
COc1ccc(-n2cc(CNCCCN3CCCC3=O)c(-c3ccccc3Cl)n2)cc1 | i | 39% | 6% | 1% | 1%
COc1cc2nc(N(CCN(C)C)C(=O)c3ccc4ccccc4c3)sc2cc1OC | 2.6% | 8% | 2% | 4% | 11%
CC(C(=O)Nc1ccc2[nH]c(=O)[nH]c2c1)N1CCN(Cc2ccc3c(c2)OCO3)CC1 (configuration not stated) | 2.5% | -4% | -7% | -3% | .
O=C(c1ccc(Cl)cc1Cl)c1ncc(C(F)(F)F)cc1Cl | 0.1% | . | -4% | . | 4%
COc1ccc(S(=O)(=O)N2CCC(C(=O)NCCC(=O)NC3CC3)CC2)cc1 | i | -3% | 12% | 1% | -4%
COC(=O)COc1ccc(S(=O)(=O)NCC2CCCO2)cc1Cl (configuration not stated) | i | -1% | 12% | -1% | 0%
CN(C)S(=O)(=O)c1ccc(C(=O)NCc2nc3ccccc3s2)cc1 | 2.8% | 0% | -10% | -2% | 8%
COc1ccc(-c2cc(C3CC3)nc(N)c2C#N)cc1 | 0.8% | 7% | -2% | 0% | 3%
COc1cccc(NC(=O)CCC(=O)Nc2cccc(OC)c2)c1 | 0.7% | -20% | -1% | -15% | -6%
COc1cc(C2C3C(=O)N(c4ccc(F)cc4)C(=O)C3ON2c2ccccc2)ccc1O (configuration not stated) | 4.1% | 23% | 2% | 6% | 5% | VEEV TC-83 Vero 10K pilot screen=2.9
CC(NC(=O)COC(=O)c1cccnc1Cl)C12CC3CC(CC(C3)C1)C2 (configuration not stated) | 1.4% | 27% | -3% | -3% | .
CCc1ccc(CN(C)C(=O)CCc2nnc(CCc3ccccc3OC)o2)nc1 | i | 5% | -5% | 6% | 10%
C=CCCC(=O)N1CCCC(C(=O)c2cccc(OC)c2)C1 (configuration not stated) | 0.5% | 74% | 1% | 5% | 3%
Nc1nonc1C(=O)NCCNC(=O)c1ccc(Cl)c(Cl)c1 | 2.1% | -8% | -13% | 3% | -1%
CC1(C)c2ccccc2N2CC(=O)N(CC(N)=O)C21C (configuration not stated) | 0.3% | 5% | 12% | 10% | -65%
CC(C)c1ccc(S(=O)(=O)N2CCN(C(=O)n3ccnc3)CC2)cc1 | 0.2% | 10% | 1% | -1% | .
CC(NC(=S)Nc1ccc(S(N)(=O)=O)cc1)c1ccc2c(c1)OCO2 (configuration not stated) | 2.3% | 41% | 3% | -12% | -2%
Cc1cc(C)n(C(=O)c2nn(C)c(C)c2[N+](=O)[O-])n1 | 2.5% | -5% | -3% | -30% | -1%
CCN(c1ccccc1)S(=O)(=O)c1cc(C(=O)Nc2cccc(Cl)c2)ccc1F | 6.4% | 16% | -5% | -2% | -9%
Cc1cnc(NC(=O)CSc2nnc(C)n2N)s1 | 1.5% | -6% | -2% | -1% | -6%
COc1ccc(OCc2nnc(SCC(=O)N(C)Cc3ccccc3)n2N)cc1 | 0.2% | 41% | 3% | -2% | 0%
CC1CCCN(c2sc(S(C)(=O)=O)nc2S(=O)(=O)c2ccc(Cl)cc2)C1 (configuration not stated) | i | -4% | 4% | 6% | 1%
CCCCC(CC)CNC(=O)C(=O)C1C(=O)Nc2ccccc21 (configuration not stated) | 0.0% | 35% | -8% | 0% | -8%
CCc1ccc(-c2cc(-c3n[nH]c(=S)n3CC)c3ccccc3n2)cc1 | . | 20% | . | 0% | -11%

Continued:
SMILES | VEEV TC-83 Vero | M. tuberculosis | influenza NS1A | M. tuberculosis HTS | Salmonella PhoP GFP | others
COc1ccc(C2(O)CCN(CC(=O)Nc3nccs3)CC2)c(OC)c1 | i | 36% | -1% | -9% | -12%
COc1cccc(S(=O)(=O)Nc2ccc(C(=O)N3CCN(C(=O)c4ccco4)CC3)cc2)c1 | 1.1% | 14% | 5% | 1% | -3%
CCCC(C(=O)Nc1nccs1)c1ccccc1 (configuration not stated) | 6.8% | -16% | -3% | 7% | 13%
CN(C1=NS(=O)(=O)c2ccccc21)c1ccc(OC(=O)c2ccncc2)cc1 | 1.3% | -2% | 5% | -6% | 0%
O=C(c1oc(=O)c2ccccc2c1-c1ccccc1)N1CCOCC1 | 0.5% | 2% | 7% | -6% | -4%
COc1cccc(C2/C(=C(/O)c3ccc(C)cc3)C(=O)C(=O)N2Cc2ccco2)c1 (configuration not stated) | 0.7% | 32% | -7% | -1% | -2%
O=C(NCCCN1CCCC1=O)Nc1ccc(Cl)cc1 | 2.6% | -3% | -3% | -5% | -4%
COc1ccccc1NC(=O)COc1coc(CN2CCN(c3ccccc3)CC2)cc1=O | i | 14% | 3% | 33% | -8%
CSc1n[nH]c(N)c1S(=O)(=O)c1ccc(Cl)cc1 | i | -6% | -17% | -3% | -2%
N=c1n(Cc2ccccc2)c2ccccc2n1CC(O)c1ccccc1 (configuration not stated) | i | 39% | 8% | 12% | 2%

Compound activity from PubChem BioAssay.
